# D2 PAM: D2 dopamine receptor (human) potentiation. P14416. HEK293 T-REx D2, calcium flux, EC20 dopamine potentiation. potentiation, % at 10 µM. hit rate 0.34% among 340,000. AID 485347;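 active means potentiation over 3 SD above the plate norm, cut at about 30% in these data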; further: 0% is about no effect
#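 Using a no-wash calcium dye in inducible, force-coupled HEK293 Trex cells expressing D2, we tracked fluorescence each second for 180 s after compound, then for 180 s after EC20 dopamine to detect augmented signalling.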
# LDHA block: LDHA (human) enzyme inhibition; purified LDHA, NADH/diaphorase-resazurin fluorescence; hits give low values; activity change, % (values are at about 110 or 230 µM); hit rate 0.15% among 480,000; in the data active means activity change below about -30%; inconclusive means mostly about -25% to -30%;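 further: plate controls were DMSO wells for no effect and wells without enzyme for full effect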
#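 Remaining NADH was detected by diaphorase (0.133 mg/mL) converting 37 µM resazurin to fluorescent resorufin, read at 0 and 20 minutes. The preceding 5-minute room-temperature reaction used 2 nM LDHA, 0.2 mM sodium pyruvate and 0.06 mM NADH at pH 7.4.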
# GRP78 ERSR act: inducers of ER stress response in human glioma cells | U87-MG GRP78 promoter luciferase reporter, 16 h | Potency, µM, without a hit: at the highest dose activation, usual class: activators | AID 602332 | hit rate 0.02% among 420,000; further: potency means the concentration at half of the fitted maximal effect; series mostly up to about 76 µM; % of control where 0% means no effect; nearly all actives have a fitted effect of over 35% in size
#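 ERSR induction read as luciferase luminescence (Bright-Glo, 10 min at room temperature) in stably transfected human U87-MG glioma cells exposed to compounds for 16 h, using GRP78 as sensor.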
# Vif-APOBEC3F blk: inhibitors of Vif-A3F interaction. hit rate 0.2% among 390,000. AID 602313. Potency, µM (highest dose often 46.1 µM), for inactives: at the highest dose activity, negative = active. HeLa A3F-eYFP + Vif (tagged APOBEC3F with the HIV-1 protein that degrades it), YFP fluorescence increase; further: potency means the concentration at half of the fitted maximal effect; % of control where 0% means no effect; nearly all actives have a fitted effect of over 65% in size
#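 HeLa cells stably expressing Vif plus C-terminally eYFP-tagged A3F were seeded, incubated overnight at 37 deg C, dosed with compound, incubated overnight again at 37 deg C. Yellow fluorescence (Ex 488/Em 500-530) reported blocked Vif-mediated A3F-eYFP degradation.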
# Vif-A3G inh: blocks the Vif interaction with human APOBEC3G | HeLa A3G-eYFP + Vif (tagged APOBEC3G with the HIV-1 protein that degrades it), YFP fluorescence, overnight | Potency, µM (top dose mostly 46.1 µM), without a hit: top-dose activity, negative = active, actives largely listed as inhibitors | hit rate 0.076% among 410,000 | AID 602310;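 further: potency means the concentration at half of the fitted maximal effect; on the % scale 0 is the no-effect control and ±100 the full control effect; nearly all actives have a fitted effect of over 60% in size; hits raise eYFP signal because A3G escapes Vif-driven loss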
# Target sequence (Q9HC16 whole entry, looked up): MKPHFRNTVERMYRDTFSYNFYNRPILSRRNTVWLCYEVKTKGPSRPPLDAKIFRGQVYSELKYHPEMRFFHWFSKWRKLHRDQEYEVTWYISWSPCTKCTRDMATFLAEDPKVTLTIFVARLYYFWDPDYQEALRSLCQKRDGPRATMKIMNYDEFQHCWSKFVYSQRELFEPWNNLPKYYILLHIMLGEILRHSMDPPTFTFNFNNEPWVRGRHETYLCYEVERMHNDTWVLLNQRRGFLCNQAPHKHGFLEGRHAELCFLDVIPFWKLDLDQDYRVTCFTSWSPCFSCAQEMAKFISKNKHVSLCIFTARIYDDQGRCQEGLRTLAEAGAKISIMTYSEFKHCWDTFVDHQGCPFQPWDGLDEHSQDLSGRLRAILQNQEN
#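 Read-out is eYFP fluorescence (Ex 488/Em 500-530) from Vif-expressing HeLa A3G-eYFP cells; more signal means A3G escaped Vif-mediated degradation. Cells plated overnight, compound pinned in, incubated overnight at 37 deg C.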
# D1 potentiator: enhances dopamine response at the human D1 receptor; HEK293 TREx D1 cells, calcium flux, dopamine EC20 potentiation; potentiation, % at 10 µM; hit rate 0.036% among 360,000; AID 504651; in the data active means potentiation above about 30%; further: 0% is about no effect
# Target sequence (P21728 whole entry, looked up): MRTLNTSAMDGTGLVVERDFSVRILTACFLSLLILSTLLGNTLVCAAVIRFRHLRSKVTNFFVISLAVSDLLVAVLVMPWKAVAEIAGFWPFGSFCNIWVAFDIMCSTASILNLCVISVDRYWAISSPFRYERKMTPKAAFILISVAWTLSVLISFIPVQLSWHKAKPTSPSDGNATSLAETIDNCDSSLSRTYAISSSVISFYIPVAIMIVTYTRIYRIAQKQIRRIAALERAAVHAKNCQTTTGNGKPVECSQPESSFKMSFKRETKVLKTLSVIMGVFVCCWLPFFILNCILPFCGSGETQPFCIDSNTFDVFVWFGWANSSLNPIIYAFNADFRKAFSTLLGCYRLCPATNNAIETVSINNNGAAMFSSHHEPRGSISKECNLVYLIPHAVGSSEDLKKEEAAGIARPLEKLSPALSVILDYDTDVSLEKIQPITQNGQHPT
# D1 antagonist: human D1 dopamine receptor antagonism; P21728; HEK293 TREx D1 cells, calcium flux, dopamine EC80; hits give low values; activity change, negative = inhibition, % at 10 µM; hit rate 3.2% among 360,000; AID 504652; in the data active means activity change below about -30%; further: on the % scale 0 is the no-effect control and ±100 the full control effect
#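 Cells carrying a force-coupled, tetracycline-inducible human D1 receptor report calcium flux. Each well gets a 10 s baseline, compound with 180 s monitoring, then an EC80 dopamine stimulus with a second 180 s kinetic read.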
# RXFP1 agonist: agonists of human relaxin receptor RXFP1 | Potency, µM (series often up to 57.5 µM), for inactives: at the highest dose activation, usual class: activators | Q9HBX9 | hit rate 0.3% among 370,000 | AID 2676 | HEK293T-RXFP1 cAMP TR-FRET, 30 min; response scale: percent of porcine relaxin response, buffer zero; further: potency means the concentration at half of the fitted maximal effect; on the % scale 0 is the no-effect control and ±100 the full control effect; nearly all actives have a fitted effect of over 60% in size; many of its hits are not listed in these tables
#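 cAMP rise read by TR-FRET after 30 min, 37C compound exposure (up to 58 uM) in RXFP1-transfected HEK293 cells with Ro 20174 present. EC50 from Hill-equation fits, with 29 nM porcine relaxin as 100% and buffer as basal.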
# D1 ag: activates the human D1 dopamine receptor | HEK293 T-REx D1 cells, calcium flux, agonist mode | AID 504660 | activation, % at 2 µM | hit rate 1% among 360,000 | P21728; in the data active means activation above about 30%; further: 0% is about no effect
#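 Tetracycline-induced HEK293 TREx D1 cells, force-coupled to calcium signalling, were dye-loaded with a no-wash calcium kit. Compound was pin-added after a 10 s baseline. Fluorescence was read kinetically at 1 cycle/s for 180 s, with calcium rises flagged as agonism.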
# * marks the source's active call; other numbers are inactive results; ? = inconclusive; . = not tested or not shown; & = joins results of further samples. Unless noted, the call rests on the fitted dose curve; in most records, active means well fitted curve in the direction sought with a large enough effect; inconclusive means small, poorly fitted or top-dose-only effect, or another doubt; inactive means no such curve, though single readings can be large; an effect the other way counts as inactive or inconclusive. A portion of the library. The share of hits here may be higher or lower than overall.
smiles,D2 PAM,LDHA block,GRP78 ERSR act,Vif-APOBEC3F blk,Vif-A3G inh,D1 potentiator,D1 antagonist,RXFP1 agonist,D1 ag
O=C(CN1CCCC1=O)N1CCOCC1,5,-6,1%,-5%,2%,-1,16,1.0%,8
O=C1CC(=O)N(c2ccc(Cl)cc2)C(=O)N1,-7,-6,-3%,-13%,-2%,10,1,-5.2%,2
CC(C)(C)n1cc(C(=O)c2ccccc2)cc1-c1ccccc1,-12,2,-4%,0%,-8%,-4,51,7.7%,7
O=C(c1cc(-c2ccccc2)nc2ccccc12)N1CCC2(CC1)OCCO2,-11,2,5%,-2%,1%,0,4,0.8%,0
Cc1ccc(N2C(=O)NC(=O)/C(=C/c3ccc(-c4ccc(C(=O)O)c(Cl)c4)o3)C2=O)cc1,-21,1,-5%,-12%,5%,-2,3,5.5%,6
CCC(=NC(C)c1ccccc1)c1c(O)[nH]c(=O)[nH]c1=O (stereo not drawn),-10,-3,-1%,1%,2%,-3,-5,0.0%,6
c1ccc(CC(NCc2ccco2)c2ccccc2)cc1 (stereo not drawn),1,0,-4%,2%,-1%,-5,2,-3.7%,7
Cc1nc2ccccc2c(=O)n1-c1cccc([N+](=O)[O-])c1,7,-1,-2%,0%,0%,-9,-5,1.6%,1
Cc1cccc(Cn2cccc(C(=O)Nc3cc(C)on3)c2=O)c1,-1,-7,-2%,6%,2%,5,.,?,4
COC(=O)c1c(C)[nH]c(C(=O)C(C)[N+]23CCN(CC2)CC3)c1C (stereo not drawn),2,-7,0%,0%,2%,-6,-14,0.1%,1
Cc1cccnc1NC1=NCC(C)S1 (stereo not drawn),13,-1,-5%,-5%,0%,-1,-4,1.6%,1
CCOC(=O)[C@]12Cc3cc(Cl)ccc3[C@H]1N(Cc1ccccc1)C(=O)c1ccccc12,.,-8,-3%&-4%,-5%,-16%&0%,.,.,.,.
CCCCn1c(NS(=O)(=O)c2ccc(C)cc2)c(C(=O)OCC)c2nc3ccccc3nc21,5,25,0%,-7%,-7%,-7,3,3.0%,4
NC(=Nc1ccccc1)NN=Cc1c[nH]c2ccccc12,.,0,-5%,0%,?,.,.,.,.
C[C@]12CCC3C(CC[C@H]4C[C@H](O)CC[C@]34C)C1C[C@H](O)[C@H]2O (stereo partly drawn),.,-5,-2%,-5%,-8%,.,.,.,.
O=C1NC(=O)C2(Cc3ccccc3N3CCCC32)C(=O)N1c1ccc(Cl)cc1 (stereo not drawn),4,-3,-3%,-11%,-9%,-6,56,0.9%,3
CCCCc1nc2ccccc2c(=O)n1-c1cccc(OC)c1,10,-7,0%,1%,-1%,-2,5,1.6%,6
O=C(Cc1ccccc1)Oc1ccc([N+](=O)[O-])cc1,7,1,-3%,-7%,-8%,-1,-16,3.0%,1
Cn1c(=O)cc(OCC(=O)N2CCN(Cc3ccc4c(c3)OCO4)CC2)c2ccccc21,10,-1,-2%,-9%,1%,0,1,4.5%,0
Nc1ccc2c(c1)oc1ccccc12,-2,9,6%,0%,-3%,-4,-10,0.9%,-1
O=C1CC(=O)N(c2ccc(Cl)cc2Cl)C(=O)N1,4,?,-3%,9%,-18%,-1,-11,-0.4%,7
COC(=O)Cn1cc(/C=C2\C(=O)NC(=O)N(c3ccccc3)C2=O)c2ccccc21,.,-11,-3%,?,-1%,1,15,-0.1%,-3
COCCN(C(=O)COC(=O)Cc1ccccc1)c1c(N)n(Cc2ccccc2)c(=O)[nH]c1=O,-2,-5,-1%,3%,2%,0,3,2.1%,3
COc1ccc(CCNCc2sccc2C)cc1,-4,-1&0,1%,-2%,0%,-3,9,2.3%,7
CO[C@H]1CC=C2CCN3CCC4=C(CC(=O)OC4)[C@]23C1,1,-9,-5%&-1%&-2%&-5%,4%,-1%,-2,10,0.1%,0
Cc1ccc(OCC(=O)N2CCCC(N3CCN(c4ccc(F)cc4)CC3)C2)cc1 (stereo not drawn),2,1,2%,-1%,-1%,-8,-20,-0.5%,0
CCC(=NC1CCN(Cc2ccccc2)CC1)c1c(O)[nH]c(=O)[nH]c1=O,5,0,-3%,-9%,-7%,-5,-18,0.5%,2
CC1C(OC(=O)CCC(=O)NC(C)(C)CO)O[C@H]2OC3(C)CC[C@H]4[C@H](C)CCC1C24OO3 (stereo partly drawn),8,-3,0%,-6%,-1%,-3,-4,-0.2%,2
CCc1ccccc1NC(=O)c1sc2nc3c(cc2c1N)CN(Cc1ccccc1)CC3,3,8,-4%,?,-11%,0,-4,15%,0
CCOc1ccc2nc(NC(=O)c3cccn(Cc4ccccc4C)c3=O)sc2c1,-15,5,-2%,-5%,-4%,-2,-16,-0.6%,1
Cc1ccccc1CN1CCN(c2ccc(Cl)cc2)CC1,-21,-14,-3%,4%,-8%,-7,-14,2.1%,5
COc1c(/C=C2/C(=O)NC(=O)N(C)C2=O)c(CCN(C)C(=O)c2ccccc2)cc2c1OCO2,0,1,-3%,-8%,-2%,-2,-9,2.1%,1
O=C1OCCN1P(=O)(c1ccccc1)c1ccccc1,-8,-3,-4%,-1%,0%,-3,5,3.1%,2
CC(=O)N1CC(=O)Nc2ccc(C)cc2C1c1ccccc1 (stereo not drawn),-8,-2,-5%,-2%,2%,-6,5,2.2%,3
CCOc1c(Cl)cc(CNCCc2c[nH]c3ccccc23)cc1OC,21,0,-8%,-5%,-17%,-9,-5,-2.0%,14
O=C1C(c2ccccc2)=C(N2CC2)c2ccccc21,10,-8,-3%,-4%,-6%,7,0,1.1%,5
Cc1nc2ccccc2c(=O)n1-c1ccc(F)cc1F,-5,-7,1%,2%,-4%,-4,-20,-1.6%,1
O=C(c1cn(Cc2ccccc2)c2ccccc12)C1CC1,19,-2,-3%,-8%,-3%,-7,5,2.3%,0
CCc1cc(=O)oc2cc(C)cc(OCC(=O)N3CCC(C(=O)O)(c4ccccc4)CC3)c12,2,-5,-3%,4%,1%,0,-9,3.1%,1
C(#CCN1CCOCC1)COC/C=C/c1ccccc1,7,1,1%,1%,0%,-8,11,15%,5
CNC(C(=O)c1ccccc1)C(OC)c1ccc(C)cc1 (stereo not drawn),6,-5,-3%,1%,1%,2,8,1.2%,3
CCOP(=O)(NC(C)C)Oc1ccc(SC)c(C)c1 (stereo not drawn),.,-4,0%&-3%,2%,0%,.,.,.,.
CC12CCC(O)CC1CCC1C2CCC2(C)C(C(=O)CC(O)C(F)(F)F)CCC12 (stereo not drawn),.,-1,-5%,-22%,2%,.,.,.,.
C=CCC1(Cc2ccsc2)C(=O)NC(=O)NC1=O,.,-2,-1%,-1%,0%,.,.,.,.
O=c1[nH]c(O)c(N=Nc2ccc3c(c2)OCCO3)c(=O)[nH]1,-3,-1,-8%,6%,0%,-1,38,4.8%,1
CC(=O)CC(=O)C1C(=O)N(C)C(=O)N(C)C1=O,-6,-14,-2%,-4%,-6%,-3,-6,1.5%,2
O=C1NC(=O)C(Cc2ccccc2)(Cc2ccccc2)C(=O)N1,.,-3,1%,-17%,-8%,.,.,.,.
NC(=O)C1CCN(/C=C2\C(=O)NC(=O)N(Cc3ccco3)C2=O)CC1,-1,1,-2%,-5%,-4%,3,8,-4.3%,1
Cc1sc(-n2c(C)cc(C=C3C(=O)NC(=O)NC3=O)c2C)c(C#N)c1C,.,-2,-3%,0%,3%,-6,-21,-1.8%,9
c1ccc(C2CC2)c(OCC2=NCCN2)c1,-9,-9,-5%&-2%&-3%&-3%&-3%,5%,-2%,-3,12,-1.3%,1
CC(=O)c1cccc(OCC(=O)N2CCN(CC(=O)Nc3cccc(F)c3)CC2)c1,-6,0,-3%,-4%,-1%,0,-4,0.7%,1
CN1c2ccc([N+](=O)[O-])cc2CC2(C(=O)NC(=O)N(c3ccc(Br)cc3)C2=O)C1c1ccccc1 (stereo not drawn),-10,-8,-5%,-15%,-4%,-1,2,-2.2%,3
CC12CC(=O)C3C(CCC4CC=CCC43C)C1CCC2=O (stereo not drawn),.,0,-5%,-1%,-1%,.,.,.,.
Cc1cc(C(=O)Nc2ccc3c(c2)OCCO3)nn1C(C)(C)C,-6,-11,0%,-12%,3%,1,-4,1.0%,3
O=C(COc1ccc(Br)cc1)N1CCN(Cc2c[nH]c3ccccc23)CC1,-8,-11,4%,2%,-28%,-2,-2,1.3%,22
CN(C)c1ccc(/C=C2\CC3C4CC=C5CC(O)CCC5(C)C4CCC3(C)C2=O)cc1 (stereo not drawn),4,-2,-4%,-11%,1%,2,10,7.0%,1
C1CC2NCCC3NCCC(N1)N32 (stereo not drawn),16,-13,3%,-3%,0%,2,-7,5.2%,3
CC(C)(C)N(NC(=O)c1ccccc1)C(=O)c1ccccc1,.,-8,-1%,1%,0%,.,.,1.4%,.
CCOc1cc(CNCCc2c[nH]c3ccccc23)cc(Cl)c1OC,-7,-1,-10%,-12%,-12%,-6,4,-0.9%,6
CC1C(=O)OC2CCN3CC=C(COC(=O)C(C)(O)C1(C)O)C23 (stereo not drawn),.,-2,-3%,1%,-1%,.,.,.,.
CCCCOC(=O)COc1cc(C)cc2oc(=O)c3c(c12)CCC3,-10,-16,-4%,-4%,-4%,-3,6,-0.2%,3
COc1ccccc1NC(=O)COC(=O)c1cn(C)c2ccccc12,7,-3,-5%,-25%,4%,-2,-5,0.0%,0

# Assay outcomes from PubChem BioAssay.
